# Assay outcomes deposited in PubChem BioAssay by National Center for Advancing Translational Sciences (NCATS).
# CXXC DNA block: blocks binding of human MLL CXXC domain to DNA. AID 2662. Potency, µM (series often up to 115 µM), for inactives: top-dose activity change, negative = inhibition, usual class: inhibitors. Q03164. MLL-CXXC / FITC-HOXA9 DNA fluorescence polarization. hit rate 0.037% among 290,000; active = well fitted inhibition curve with a large enough effect in the polarisation, with a control signal flat, not every such curve was filed as active; inconclusive = small, poorly fitted or top-dose-only effect, or effect the other way, or a change in a side signal; inactive = no such curve, though single readings can be large or run the other way; the % refers to the polarisation; also: potency is read from the fitted curve at half-maximal effect
#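 Steps: dispense CXXC domain solution (7 uM) → pin compounds or unlabeled HOX-A9 DNA control → 5 min ambient → add FLSN-HOX-A9 solution (50 nM) → spin → 30 min ambient → fluorescence polarization. Tris pH 7.5/NaCl/DTT/BSA buffer.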
# USP2a block: inhibitors of human ubiquitin-specific protease USP2a; Potency, µM (doses to about 38.3 µM), without a hit: at the highest dose activity change, negative = inhibition, hits mostly inhibitors; USP2 core, Ub-CHOP2 coupled fluorogenic reporter, 485/531; AID 463254; O75604; hit rate 0.01% among 330,000;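 also: potency is read from the fitted curve at half-maximal effect; plate controls were DMSO wells for no effect and full inhibition by NEM control for full effect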
#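 Deubiquitinase activity read as fluorescence (485/531 nm) after Ub-CHOP2 cleavage activates the enterokinase reporter on its substrate; USP2 core 10nM, Ub-CHOP2 and substrate 25nM each, 30min compound preincubation then 60min RT; data normalized to NEM, curves fitted.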
# B2AR arrestin: agonists driving beta-arrestin recruitment to human beta2-adrenergic receptor. P07550. beta-arrestin recruitment to beta2AR, cell-based reporter. Potency, µM (top dose mostly 46.1 µM), for the others: at the highest dose activation, hits mostly activators. hit rate 0.02% among 330,000;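 also: potency is read from the fitted curve at half-maximal effect; 0% = DMSO controls and full agonism = EC100 isoproterenol or metaproterenol; nearly all actives have a fitted effect of over 65% in size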
# Menin-MLL TR inh: displaces Texas Red mutant MLL peptide from human menin | O00255 | Menin + Texas Red MLL mutant peptide, fluorescence polarization | Potency, µM (doses to about 61.6 µM), without a hit: at the highest dose FP activity change, negative = inhibition, actives largely listed as inhibitors | hit rate 0.23% among 270,000 | AID 1768; active = well fitted inhibition curve with a large enough effect in the polarisation, with a control signal flat, not every such curve was filed as active; inconclusive = small, poorly fitted or top-dose-only effect, or effect the other way, or a change in a side signal; inactive = no such curve, though single readings can be large or run the other way; the % refers to the polarisation; also: potency is read from the fitted curve at half-maximal effect; % of control where 0% means no effect; many of its hits are not listed in these tables
# FBPA coupling cs: inhibits coupling enzyme system, counter-screen for aldolase hits. activity change, negative = inhibition, % at 58.2 µM, hits read low. hit rate 0.67% among 290,000. AID 2472. coupling enzyme system counterscreen, AmpLite Red fluorescence; in the data active = activity change below about -30%; also: % is scaled to controls: 0 for no effect and ±100 for the full control effect
#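 Activity here indicates interference with the coupling reaction, not aldolase inhibition. Compounds at 57.5 uM final met coupling enzymes for 10 min at RT; substrate and AmpLite Red detection followed, with a 525/598 nm fluorescence read after 20 min.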
# KCNH2 WT inh: inhibitors of human wildtype KCNH2 potassium channel | activity change, % at 1.84 µM | hit rate 0.37% among 340,000 | U2OS, BacMam KCNH2, thallium flux FluxOr; hits give low values | Q12809;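 active = maximum activity change below -70%; inconclusive = maximum activity change between -70% and -50%; inactive = maximum activity change above -50%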; also: % is scaled to controls: 0 for no effect and ±100 for the full control effect
#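 U2OS cells were transduced with wild-type KCNH2 virus (2.03 x 10^8 / mL) for 4 h at room temperature, then cultured overnight at 37 C. Thallium flux was read with FluxOr dye. Rate constants were normalized to DMSO controls.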
# GALK inhibitor: inhibitors of human galactokinase; hit rate 0.007% among 270,000; AID 1868; P51570; Potency, µM (doses to about 57.5 µM), without a hit: top-dose activity change, negative = inhibition, usual class: inhibitors; Purified GALK, Kinase-Glo residual ATP luminescence; also: potency is read from the fitted curve at half-maximal effect; % is scaled to controls: 0 for no effect and ±100 for the full control effect
# Target sequence (P51570 whole entry, looked up): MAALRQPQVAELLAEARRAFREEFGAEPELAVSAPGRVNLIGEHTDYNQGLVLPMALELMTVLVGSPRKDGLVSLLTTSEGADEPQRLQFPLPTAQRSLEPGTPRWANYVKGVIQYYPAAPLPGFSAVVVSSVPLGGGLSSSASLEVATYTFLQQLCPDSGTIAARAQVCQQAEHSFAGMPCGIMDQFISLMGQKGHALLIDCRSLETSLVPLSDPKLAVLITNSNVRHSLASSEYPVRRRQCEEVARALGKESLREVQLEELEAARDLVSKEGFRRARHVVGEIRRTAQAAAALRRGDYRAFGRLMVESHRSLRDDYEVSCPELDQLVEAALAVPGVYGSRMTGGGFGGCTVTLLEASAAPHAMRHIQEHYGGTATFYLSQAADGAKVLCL
#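 The enzyme phosphorylates galactose (100 uM) using ATP (35 uM); inhibition is detected as higher residual ATP, quantified by bioluminescence after 1 h reaction at room temperature, pH 8.0.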
# TRPV1 ag: agonists of human vanilloid receptor 1 (TRPV1). TRPV1-expressing cells, Fluo-8 calcium influx, agonist mode. activation, % at 8.33 µM. hit rate 0.19% among 320,000. Q8NER1; in the data active = activation above about 80%; inconclusive = between about 30% and that limit; also: 0% is about no effect
#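 TRPV1-expressing cells were cultured overnight at 35.5C and loaded with Fluo-8 calcium dye for 40 to 90 min at room temperature. After a 10 s baseline, compound was added and calcium influx was read kinetically for 3 min (ex 480/em 520 nm).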
# KCNH2 3.1 block: inhibitors of human KCNH2 3.1 potassium channel isoform. U2OS KCNH2 3.1, thallium flux FluxOr; hits give low values. AID 720553. activity change, % (tested at about 1.8 µM). hit rate 0.95% among 340,000;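 active = maximum activity change below -70%; inconclusive = maximum activity change from -70% to -50%; inactive = maximum activity change above -50%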;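 also: thallium influx rate constant from kinetic fluorescence after stimulation buffer; % is scaled to controls: 0 for no effect and ±100 for the full control effect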
#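 U2OS cells transduced with KCNH2 3.1 mutant virus (1.77 x 10^8 /mL, 4 h), plated overnight at 37 C, loaded 45 min with FluxOr dye plus Red40 quencher. Thallium flux rate constant from kinetic reads after stimulation buffer, normalised to controls.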
# Giardia kill: kills Giardia lamblia; Giardia lamblia trophozoite viability; activity change, % at 7.66 µM, hits read low; hit rate 0.15% among 340,000; in the data active = activity change below about -80%; inconclusive = between about -30% and that limit;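 also: parasites exposed to compound for two days anaerobically before the ATP read; % is scaled to controls: 0 for no effect and ±100 for the full control effect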
#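 ATP-content bioluminescence gauges trophozoite survival. Cells (100/well) receive compound and incubate anaerobically for 48 hrs at 37 deg C; detection reagent follows for 15-30 min at room temperature.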
# PKM2 act: increases activity of human pyruvate kinase M2; P14618; purified PKM2, Kinase-Glo ATP luminescence, activation; response scale: 0% is enzyme alone, no compound; Potency, µM (top dose mostly 57.5 µM), inactives show at the highest dose activation, actives largely listed as activators; AID 1631; hit rate 0.34% among 260,000; also: potency is read from the fitted curve at half-maximal effect; % is scaled to controls: 0 for no effect and ±100 for the full control effect; nearly all actives have a fitted effect of over 55% in size
# Target sequence (P14618 whole entry, looked up): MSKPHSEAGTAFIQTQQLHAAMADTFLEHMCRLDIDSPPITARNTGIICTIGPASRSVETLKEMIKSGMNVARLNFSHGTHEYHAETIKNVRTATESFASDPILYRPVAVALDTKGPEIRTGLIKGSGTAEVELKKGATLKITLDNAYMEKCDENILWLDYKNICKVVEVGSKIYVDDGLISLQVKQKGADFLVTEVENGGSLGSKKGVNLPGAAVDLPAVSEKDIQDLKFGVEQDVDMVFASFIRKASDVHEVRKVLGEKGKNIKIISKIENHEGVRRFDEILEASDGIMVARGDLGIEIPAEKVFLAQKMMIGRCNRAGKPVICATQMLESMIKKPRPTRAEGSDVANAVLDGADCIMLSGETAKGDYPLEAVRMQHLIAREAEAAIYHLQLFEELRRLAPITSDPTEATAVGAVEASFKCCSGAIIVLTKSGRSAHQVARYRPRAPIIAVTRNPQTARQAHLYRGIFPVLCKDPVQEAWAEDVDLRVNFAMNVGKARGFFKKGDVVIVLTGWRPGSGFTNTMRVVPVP
#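 Purified hPK-M2 (>95%) run at intermediate activity with 0.1 mM ADP and 0.5 mM PEP in 50 mM imidazole pH 7.2, KCl, MgCl2; 1 h room temperature. ATP formed read by Kinase-Glo luminescence; normalized to uninhibited and no-enzyme controls.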
# An asterisk follows results filed as active; ? = inconclusive; · = no result given; & = joins results of further samples; [ ] = another dose, or the depositor's remark. Unless noted, calls follow the shape of the dose curve; as a rule, active = well fitted curve in the direction sought with a large enough effect; inconclusive = small, poorly fitted or top-dose-only effect, or another doubt; inactive = no such curve, though single readings can be large; an effect the other way counts as inactive or inconclusive. Not all compounds are listed; the hit share may differ from the screen's.
# Results follow in this order: GALK inhibitor	TRPV1 ag	Menin-MLL TR inh	PKM2 act	Giardia kill	USP2a block	FBPA coupling cs	CXXC DNA block	KCNH2 3.1 block	B2AR arrestin	KCNH2 WT inh
CCc1ccc(C(C)NC(=S)NC2CCCCC2)cc1 (stereo unspecified)
    0%	?	-9%	-9%	8	3%	5	8%	-2	-0.5%	-11
CCOC(=O)c1cc2c(=O)n3ccccc3nc2n(CC2CCCO2)c1=NC(C)=O (stereo unspecified)
    0%	-3	-8%	-8%	4	1%	-1	13%	-10	0.1%	16
CN(Cc1cnccn1)Cc1cn(Cc2ccccc2)nc1-c1ccc2c(c1)OCO2
    -1%	8	0%	5%	-25	1%	0	7%	17	-0.5%	0
CC(OC(=O)c1ccc(S(=O)(=O)NCc2ccco2)cc1)C(=O)Nc1ccccc1 (stereo unspecified)
    ·	·	·	·	-10	1%	·	·	-24	3.7%	-13
OC1CCN(Cc2nc(Cc3ccccc3Cl)no2)CC1
    10%	5	2%	-3%	16	3%	1	6%	·	-0.1%	-11
O=C(CCC1CCN(C(=O)c2ccccc2Cl)CC1)NCc1ccc(F)cc1
    4%	3	-4%	-8%	-23	0%	1	1%	·	-0.1%	-16
Cc1nn(-c2cccc(Cl)c2)c2c1C(c1ccncc1)C(C#N)=C(N)O2 (stereo unspecified)
    -4%	7	?	-13%	-9	0%	6	5%	-3	0.3%	-2
CN(C)C(=O)CSc1n[nH]c(=O)n1CCc1ccccc1
    -1%	-3	38%[activator]	3%	10	0%	0	3%	4	-0.4%	4
CCOC(=O)NCc1cc(-c2nn(C)c(=O)c3ccccc23)ccc1C
    0%	6	-23%	14%	34[activator]	3%	-6	-4%	-11	-0.3%	-3
Cc1ccccc1NC(=O)NCCc1ccc(Cl)cc1
    0%	28	-28%	6%	8	-1%	3	-10%	23	-0.3%	-4
O=C(O)c1ccc(N2C(=O)c3cccc(Oc4ccc(Cl)cc4)c3C2=O)cc1
    0%	-3	13%	-3%	-2	3%	13	9%	0	-0.7%	3
CCOC(=O)c1cccc(NC(=O)Cn2nc(C)n3cccc3c2=O)c1
    -1%	-2	11%	·	31[activator]	4%	-1	15%	3	2.6%	-19
CSCCC(NS(=O)(=O)c1ccccc1)C(=O)OC(C)C(=O)Nc1ccc(Cl)cn1 (stereo unspecified)
    ·	1	·	·	-24	1%	·	·	-24	0.2%	5
COc1ccc(OC)c(/C=N/NC(=O)c2cc3c(OC)c(OC)ccc3[nH]2)c1
    0%	-1	?	26%	-15	1%	-5	6%	-3	-1.2%	12
CCOC(=O)[C@H]1[C@H]2COc3ccc(OC)cc3[C@@H]2N2C(=O)c3cc(OC)c(OC)cc3NC(=O)[C@@]12C
    ·	-1	·	·	0	1%	·	·	7	0.1%	11
Cc1ccc(C(=O)Nc2ccccc2-c2ccccc2)cc1[N+](=O)[O-]
    0%	?	-12%	3%	-15	2%	4	15%	-4	0.3%	-14
CS(=O)(=O)Nc1cccc(C(=O)OCCCOc2ccc(F)cc2)c1
    -4%	4	24%	·	10	0%	0	4%	?	-0.1%	-35
Clc1ccc(Cl)c(Oc2ccc(Oc3nc(Cl)ccc3Cl)cc2)n1
    2%	1	-7%	-1%	-11	2%	3	6%	0	-0.4%	-16
O=c1[nH]cnc2c1c(-c1ccccc1)cn2-c1cccc(Cl)c1
    6%	14	18%	0%[0.46 µM]	-19	-7%	0	16%	-4	0.4%	2
N#CCCN(CCC#N)C(=O)C1c2ccccc2Oc2ccccc21
    3%	4	-23%	20%	15	4%	4	-18%	-10	-0.5%	29
O=c1c2ccccc2cnn1-c1ccc(Cl)nn1
    6%	-3	1%	-1%	-29	3%	1	14%	13	-0.1%	-5
Cc1ccc(C(=O)CCc2ccc(N)cc2)cc1
    -1%	?	0%	·	2	4%	1	-5%	0	0.2%	-16
O=C(c1ccc(Cl)cc1)c1oc2ccccc2c1CS(=O)c1ccccc1 (stereo unspecified)
    -1%	13	15%	-1%	4	0%	4	10%	4	-3.0%	-3
CCN(CC)CCCn1c(C)cc2c(c1=O)C(c1cccc(Cl)c1)C(C#N)=C(N)O2 (stereo unspecified)
    -1%	2	14%	-4%	9	3%	0	25%	-40	-0.9%	1
CCC(C)(C)c1ccc(OCC(=O)Nc2ccncc2)cc1
    5%	90*	9%	3%[11.5 µM]	6	-3%	-2	0%	-16	-0.6%	-6
Cc1ccc(S(=O)(=O)NC(=O)Nc2ccc(F)cc2)cc1
    -1%	2	-12%	2%	7	-1%	0	-8%	-3	-1.0%	4
CN(C)/C=C/C(=O)Oc1ccc(Cl)cc1Cl
    0%	3	-4%	-7%	-8	2%	0	?	-4	-0.5%	-3
CCCN(CCC)C(=O)CC(c1ccc(F)cc1)c1ccco1 (stereo unspecified)
    0%	28	-10%	7%	-13	2%	0	-4%	6	0.0%	3
CC(=O)OCCn1c(C)[n+](CCOC(C)=O)c2cc(Cl)c(Cl)cc21
    1%	3	23%	-2%	9	-1%	3	-3%	0	0.1%	11
CCCC(=O)Nc1ccccc1NC(=O)CN(C)S(=O)(=O)c1ccc(C)cc1
    1%	1	8%	-4%	-8	0%	0	0%	-4	-0.1%	-7
O=C(CSc1nc2ccc(Cl)cc2[nH]1)c1cccs1
    -1%	-3	·	?	8	-11%	-10	17%	-3	-0.6%	5
CCOC(=O)C1CCCN(C(=O)c2ccc([N+](=O)[O-])cc2)C1 (stereo unspecified)
    -3%	-8	-11%	-6%	23	2%	0	5%	11	-0.3%	8
Cc1ccn2cc(CCNS(=O)(=O)c3ccc([N+](=O)[O-])cc3)nc2c1
    0%	1	·	6%	-5	0%	-1	13%	-21	-0.6%	24
N/C(=N\OC(=O)c1ccccc1Br)c1ccc([N+](=O)[O-])cc1
    -1%	-3	?	-1%	-11	-2%	0	17%	22	0.2%	·
COc1ccc(-c2cc(C(=O)NC3=NCCS3)c3ccccc3n2)cc1OC
    13%	?	?	5%	17	2%	-3	0%	-11	-0.2%	-3
O=C(CN1CCN(S(=O)(=O)c2ccccc2)CC1)NC1CC1
    7%	-3	·	-1%	-16	-5%	·	-6%	-4	-1.2%	-1
Fc1ccc(-[n+]2nc(Nc3ccccc3)sc2-c2ccc(OCc3ccccc3)cc2)cc1
    ·	6	-5%	0%	9	0%	-1	44%[activator]	·	-0.5%	·
O=C(NC1CCCCCCC1)c1ccc(CNc2c(N3CCOCC3)c(=O)c2=O)cc1
    0%	1	-13%	4%	-19	0%	0	5%	6	-0.5%	3
COc1ccc(NC(=O)c2ccco2)cc1NC(=O)c1cccc(OC(C)C)c1
    1%	?	0%	10%	-11	-6%	-10	-4%	3	0.1%	2
Cc1ccc(OCCn2cc(/C=C/C(=O)O)c3ccccc32)cc1
    -1%	0	?	·	7	-3%	1	7%	2	0.0%	2
Cc1ccc(-n2c(SCC(=O)Nc3ccc4c(c3)OCO4)nnc2-c2cccs2)cc1
    -1%	-5	8%	-6%	3	0%	2	8%	?	-0.9%	-154*
Cc1cccc(OCCC(=O)Nc2c(C)n(C)n(-c3ccccc3)c2=O)c1
    -1%	-1	16%	9%	-13	-1%	1	-1%	-6	0.4%	2
Cc1ccsc1-c1nc(CSCC(=O)N2CCN(c3ccccc3)CC2)c(C)o1
    1%	0	-11%	3%	-8	-12%	5	-3%	7	-0.1%	-9
COc1cccc(-c2nc(CSCC(=O)NCC3CCCO3)c(C)o2)c1 (stereo unspecified)
    0%	0	-7%	4%	1	-1%	3	-4%	7	-0.3%	0
COc1ccc(C(=O)n2nc(C)c(Br)c2C)cc1
    -1%	2	-9%	-2%	-10	1%	3	25%	-4	0.3%	-2
COc1ccc(S(=O)(=O)N2CCC(C(=O)N3CCCCC3)CC2)cc1OC
    -3%	-2	-2%	1%	14	1%	4	-2%	-1	0.2%	19
COc1ccc(NC(=O)c2ccc(CNc3c(NC4CCCCC4)c(=O)c3=O)cc2)c(OC)c1
    1%	1	0%	5%	-15&4	1%	0	12%	6	-0.2%	-4&3
CC1SCC(=O)N(CC(=O)NCc2ccccc2)C1=O (stereo unspecified)
    0%	-3	-1%	2%	4	5%	0	-2%	-20	-0.2%	-3
Cc1ccc(SCC(=O)OCC(=O)NCc2cccs2)cc1
    ·	?	·	·	-12	2%	·	·	3	-1.5%	30
